SRC3 TRFRET art – counter-screen for PPARgamma SRC-3 recruitment agonists: TR-FRET artefact; TR-FRET ratio at 8 µM; AID 1048; PPARgamma/SRC-3 format; hits give high values; 0.39% of 99,000 active; in the data active = TR-FRET ratio above about 2000; note: inactives centre near 1600; reference of the scale not given here
SRC1 TRFRET art – counter-screen for PPARgamma SRC-1 recruitment agonists: TR-FRET artefact; TR-FRET detection artefact counter-screen, emission ratio; hits give high values; TR-FRET ratio at 8 µM; 0.34% of 99,000 active; AID 1051; in the data active = TR-FRET ratio above about 2300; note: inactives centre near 1800; reference of the scale not given here
The depositor's hits bear a star.

SMILES	SRC3 TRFRET art	SRC1 TRFRET art
CC(C)C(NC(=O)c1ccccc1)C(=O)NCCc1ccccc1 (stereo unspecified)	1431	1705
COc1ccc(S(=O)(=O)Nc2cccc(/C=C/C(=O)O)c2)cc1	1639	2147
CCOC(=O)CCCSc1nc(-c2ccc3c(c2)OCO3)cc(C(F)(F)F)c1C#N	1594	1864
O=C(NCCCn1ccnc1)c1cc2cc([N+](=O)[O-])ccc2oc1=O	1450	1541
COC(=O)Nc1ccc(S(=O)(=O)N2CCCC(C(=O)N3CCC(C)CC3)C2)cc1 (stereo unspecified)	1345	1746
CC(NC(=O)Cc1cccs1)c1ccccc1 (stereo unspecified)	1666	1844
COc1cc(CC(=O)Nc2ccccc2N2CCOCC2)cc(OC)c1OC	1641	1654
Cc1ccc(CNC(=O)CN(c2cccc([N+](=O)[O-])c2)S(C)(=O)=O)cc1	1399	1936
CC1(c2ccccc2)NC(=O)N(CC#N)C1=O (stereo unspecified)	1698	1886
CN(C(=O)CSc1nc2ccccc2s1)c1c(N)n(Cc2ccccc2)c(=O)[nH]c1=O	1696	1713

Arranged by length of the SMILES (largest number first): five of the compounds above
SMILES	SRC3 TRFRET art	SRC1 TRFRET art
Cc1ccc(CNC(=O)CN(c2cccc([N+](=O)[O-])c2)S(C)(=O)=O)cc1	1399	1936
COC(=O)Nc1ccc(S(=O)(=O)N2CCCC(C(=O)N3CCC(C)CC3)C2)cc1 (stereo unspecified)	1345	1746
O=C(NCCCn1ccnc1)c1cc2cc([N+](=O)[O-])ccc2oc1=O	1450	1541
CC(C)C(NC(=O)c1ccccc1)C(=O)NCCc1ccccc1 (stereo unspecified)	1431	1705
CC1(c2ccccc2)NC(=O)N(CC#N)C1=O (stereo unspecified)	1698	1886

(cont.)
SMILES	SRC3 TRFRET art	SRC1 TRFRET art
N#C/C(=C\c1cc2ccccc2nc1N1CCOCC1)C(=O)Nc1ccc(N2CCOCC2)cc1	1639	1746
COC(=O)C1CCN(c2cc(=O)n(-c3ccccc3Cl)c(=O)[nH]2)CC1	1488	1554
O=C(O)c1ccccc1SCc1nc2ccccn2c1Br	1558	1754
COc1ccc([N+](=O)[O-])cc1NC(=O)C(C)OC(=O)c1ccccc1C(=O)c1ccc(Cl)cc1 (stereo unspecified)	1613	1751
O=C(O)Cc1c(C(=O)O)nnn1-c1ccc(Cl)cc1Cl	1638	1811
CC(C)CC(NC(=O)c1ccccc1NC(=O)c1ccccc1)C(=O)O (stereo unspecified)	1710	1511
Cc1ccc(NS(=O)(=O)c2ccc(OCC(=O)NCc3ccncc3)cc2)cc1	1474	1652
S=c1[nH]nc(Cc2ccccc2)n1-c1cccc2ccccc12	1422	1896
O=C(CN1C(=O)C(c2ccc(F)cc2)=NC12CCCC2)Nc1ccc(F)cc1	1491	1931
CC(C)c1cccc(C(C)C)c1NC(=O)COC(=O)C1=COCCO1	1617	1719
CN(C)CCNC(=O)c1cc2cc(Br)ccc2oc1=O	1527	1745
CS/C(=C\[N+](=O)[O-])Nc1ccc(C)cc1	1456	1978
O=C(Nc1nc(N2C(=O)c3ccccc3C2=O)n(-c2ccccc2)n1)c1ccccc1	1635	1865
CCOc1ccc(-c2nnn(CC(=O)N3CCN(c4ccc(OC)cc4)CC3)n2)cc1OCC	1478	2000
O=C(CCc1nnc(-c2ccc(-c3ccccc3)cc2)o1)N1CCCCC1	1688	1621
CCCNC(=O)CSc1nnc(-c2ccccc2Br)n1-c1cccc(C(F)(F)F)c1	1598	1655
CC(=O)N1CCN(c2ccc([N+](=O)[O-])cc2)CC1	1484	1965
c1ccc(Nc2nc3ccccc3n3cnnc23)cc1	1430	1819
O=C(CN1CC(=O)Nc2ccccc21)Nc1ccc(F)c(F)c1	1617	2061
CC(=O)N1CCCc2cc(S(=O)(=O)N(CC(C)C)CC(C)C)ccc21	1597	1646
O=c1c(Br)c(Br)cnn1-c1ccccc1	2406*	2662*
O=C(c1ccc(OC2CCN(Cc3ccccn3)CC2)cc1)N1CCCCO1	1502	1695
Cc1ccc(NC(=O)c2ccc3c(c2)C(=O)N(CC2CCCO2)C3=O)cc1C (stereo unspecified)	1522	1766
N#Cc1c(NC(=O)CCCC(=O)O)sc2c1CCCCC2	1396	1603
COc1ccc(C2=C(Nc3ccccc3)c3ccccc3C2=O)cc1	1524	1679
CCOc1ccccc1N(CC(=O)NCCOC)C(=O)CCC(=O)Nc1ccccn1	1603	1672
Cc1ccc(N(C(=O)Cc2cccs2)C(C(=O)NCC2CCCO2)c2ccncc2)cc1 (stereo unspecified)	1495	1878
CCOC(=O)N1CCN(C2CC(=O)N(c3ccccc3)C2=O)CC1 (stereo unspecified)	1709	1886
O=C(NN1CCOCC1)c1cc(-c2ccncc2)nc2ccccc12	1443	1858
Cc1ccc(S(=O)(=O)NCCC(=O)Nc2nccs2)cc1	1467	1675
CC1CCCC(C)N1c1nnc(N)s1 (stereo unspecified)	1568	1802
Cc1cc(C(F)F)n2nc(C(=O)Nc3sc4c(c3C#N)CCC4)nc2n1	1390	1964
CC1Cc2ccccc2N1C(=O)CSc1nnc(-c2ccc(S(=O)(=O)N3CCOCC3)cc2)n1C (stereo unspecified)	1530	1875
CC1CCCN(CCCOc2ccc([N+](=O)[O-])cc2)C1 (stereo unspecified)	1908	2017
O=C(Cc1c(F)cccc1Cl)Nc1nc2ccccc2s1	1795	1937
CC(C)NC(=O)NC(=O)COc1ncnc2sccc12	1598	1516
Cc1nn(CC(=O)OCCOc2ccc(Br)cc2)c(C)c1[N+](=O)[O-]	1454	1446
O=C1C2=C(CCCC2)C(=O)N1c1cccc(OCCBr)c1	1576	2010
O=S(=O)(c1ccc(F)cc1)c1nc(-c2ccco2)oc1Nc1ccc(F)cc1	1565	1689
COCCN(C(=S)Nc1ccc(C(C)C)cc1)C(C)c1cccs1 (stereo unspecified)	1496	1673

Profiles as entered above. Order of values: SRC3 TRFRET art | SRC1 TRFRET art
`O=c1c(Br)c(Br)cnn1-c1ccccc1` reads 2406* | 2662*
`CCOC(=O)CCCSc1nc(-c2ccc3c(c2)OCO3)cc(C(F)(F)F)c1C#N` reads 1594 | 1864
`O=C(CN1CC(=O)Nc2ccccc21)Nc1ccc(F)c(F)c1` reads 1617 | 2061
`Cc1ccc(S(=O)(=O)NCCC(=O)Nc2nccs2)cc1` reads 1467 | 1675
`O=C(NCCCn1ccnc1)c1cc2cc([N+](=O)[O-])ccc2oc1=O` reads 1450 | 1541

The list goes on:
SMILES	SRC3 TRFRET art	SRC1 TRFRET art
O=C(O)C1CCCN(C(=O)NCc2ccccc2)C1 (stereo unspecified)	1573	1822
COc1cc(NC(=S)NCCC(c2ccccc2)c2ccccc2)c(OC)cc1Cl	1529	1917
CCCCCCCC[n+]1cccc(C(=O)N(CC)CC)c1	1625	1889
COC(=O)c1nc(N)sc1C	1660	2107
CC[n+]1ccc(/C=C/c2ccc(N(C)C)cc2)c2ccccc21	4546*	4146*
Cc1c(Cl)c([N+](=O)[O-])nn1CCCC(=O)Nc1cc(Cl)ccc1Cl	1543	1934
CCn1cc(CN2CCCC(CNS(=O)(=O)Cc3ccccc3)C2)cn1 (stereo unspecified)	1512	1348
CCOC(=O)c1[nH]c(C)c(C(=O)N2CCN(c3cccc(Cl)c3)CC2)c1C	1457	1705
Cc1cc(CNC(=O)c2ccc3c(c2)OCO3)c2ccccc2n1	1528	1806
COC(=O)c1ccccc1NC(=O)c1cnn2cccnc12	1579	1886
O=C(CNC(=O)OCc1ccccc1)NC1CCCCCCC1	1470	1576
CCOC(=O)c1cc(-c2ccco2)nn1-c1ccc(C)cc1	1649	2092
Cc1ccc(NC(=O)CN(C)C(=O)CSc2ncc(C(F)(F)F)cc2Cl)cc1	1599	1874
COc1ccc(C(CNC(=O)c2cc3ccccc3o2)N2CCCCC2)cc1 (stereo unspecified)	1578	1751
CCn1c(SCc2nc(N)nc(N3CCCCC3)n2)nc2c1c(=O)n(C)c(=O)n2C	1512	1526
Cc1cnc(NC(=O)CCNC(=O)c2ccc([N+](=O)[O-])cc2)s1	1738	1810
COc1cc(NC(=O)COc2ccccc2)c(OC)cc1NC(C)=O	1579	1785
COC(=O)C1=C(C)N(Cc2ccco2)C(=O)N[C@@H]1c1ccccc1	1254	1626
CN1CCCN(C(=O)CC2(CC(=O)O)CCCC2)CC1	1339	1719
Cc1ccc(CNC(=O)COc2ccccc2-c2ccccc2)cc1	1563	1624
COc1ccc(C(=O)CNc2ccccc2C#N)cc1	1600	2122
CN(C)c1ccc(C(=S)N2CCN(C(=S)Nc3cccc4ccccc34)CC2)cc1	1547	1780
Cc1ccc(C(=O)N2CCCC(CCC(=O)N3CCN(c4ccccn4)CC3)C2)s1 (stereo unspecified)	1491	1564
O=C(CN(c1ccccc1)S(=O)(=O)c1ccccc1)N/N=C/c1ccc(OC2CSC2)cc1	1594	1760
O=C(Cc1ccc(Cl)cc1)Nc1ccc(S(=O)(=O)Nc2cnc3ccccc3n2)cc1	1477	1793
CCN(CC)CCCNC(=O)CSc1nc(-c2ccc(F)cc2)cc(C(F)(F)F)n1	1520	1898
CSc1cc(-c2ccccc2)n(C)c(=O)c1C#N	1510	1535
COc1ccc([C@@H]2[C@H]3CN(C(C)=O)CC=C3C(C#N)=C(N)C2(C#N)C#N)c2ccccc12	1763	1703
Cc1csc(NC(=O)CSc2nnc(Cc3cccn3C)n2CCc2ccccc2)n1	1451	1538
O=C(NC1CCCc2ccccc21)C1CCC(CNc2c(N3CCOCC3)c(=O)c2=O)CC1 (stereo unspecified)	1663	1843
O=C(CNC(=O)C1COc2ccccc2O1)N/N=C/c1ccc(O)cc1O (stereo unspecified)	1641	1975
CCN(Cc1ccncc1)Cc1cn[nH]c1-c1ccc(OC)cc1F	1550	1817
CC(C)(C)c1ccc(C(=O)NCC(=O)OCC(=O)c2ccc3c(c2)-c2ccccc2C3)cc1	1890	2576*
O=C(O)CSCc1nc2ccccc2s1	1610	1831
COc1ccc(CCNC(=O)c2sc3ccccc3c2Cl)cc1OC	1551	1742
CCc1nc2ccccc2n1Cc1ccccc1F	1455	1915
COc1cccc(Nc2nnc(SCC(=O)Nc3sccc3C(N)=O)s2)c1	1549	1617
NC(=O)c1ccsc1NC(=O)c1ccc(S(=O)(=O)N2CCCC2)cc1	1562	1821
Cc1cc(Br)cc(C)c1NC(=O)c1ccc(C#N)cc1F	1779	1711
CN1N=C(C(=O)N2CCN(c3ccc([N+](=O)[O-])cc3)CC2)CCC1=O	1644	2038
Cc1cc(OCC(=O)Nc2nnc(C3CC3)s2)ccc1[N+](=O)[O-]	1575	1957
Cc1ccc(S(=O)(=O)N2CCOCC2)cc1NC(=O)CSc1nccn1C	1672	1822
O=C(CSc1nc2ccccc2o1)N1c2ccccc2Sc2ccccc21	1579	1798
CCC(NS(=O)(=O)c1cn(C)nc1C)c1ccccc1 (stereo unspecified)	1609	1699
CC(=O)Nc1ccc(NC(=O)CN(c2ccc([N+](=O)[O-])cc2)S(=O)(=O)c2ccccc2)cc1	1695	1594
Cc1cccc(C)c1NC(=O)CCCSc1nnc(-c2ccc(Cl)cc2)n1-c1ccccc1	1616	1575
COc1cccc(-c2c[nH]c(=O)[nH]c2=O)c1	1584	1895
FC(F)(F)c1cccc(N2CCN(C(=S)NC3CCCCC3)CC2)c1	1406	1473
COc1cc(/C=N/NC(=O)C23CC4CC(CC(C4)C2)C3)cc(Br)c1O	1653	1728
O=C(NNC(=O)c1ccc(NC(=O)c2ccccc2)cc1)c1ccccc1	1563	1828
(continued)
SMILES	SRC3 TRFRET art	SRC1 TRFRET art
O=S(=O)(Nc1nccs1)c1cnc(Cl)c(Br)c1	1613	1986
COc1cc(NC(=S)NCc2cccnc2)cc(OC)c1	1478	1676
CC1CCCCC1NC1=NCCCS1 (stereo unspecified)	1597	1574
Cc1nc(N2CCOCC2)nc2c1CCC2	1702	1861
CSc1nc(Cl)c(Cc2ccc(OC(C)C)cc2)c(N(C)C)n1	1573	1997
Cc1nn(-c2ccccc2)c(N)c1C(O)(C(F)(F)F)C(F)(F)F	1641	2144
CC(=O)N1CC=CC1(CC(C)C)C(=O)NCc1cc(F)cc(C(F)(F)F)c1 (stereo unspecified)	1622	1684
CC1CCCCN1CC(O)COCCC12CC3CC(CC(C3)C1)C2 (stereo unspecified)	1455	1627
COc1nc(N/N=C/c2ccc(-c3cccc([N+](=O)[O-])c3)o2)nc(N2CCOCC2)n1	1506	1579
Cc1cc(=O)n(C2CCS(=O)(=O)C2)[nH]1 (stereo unspecified)	1521	1888
O=S(=O)(/N=C(/Nc1ccccn1)c1ccc(Cl)cc1)c1ccc(Cl)cc1	1494	1830
CC(=O)Nc1ccc(NC(=O)CN(C)CC(=O)Nc2ccccc2Br)cc1	1608	1568
Cc1cc(=O)n(-c2ccc(C(=O)O)cc2)[nH]1	1565	1748
COc1ccccc1NC(CC(=O)c1ccccc1)C(=O)OCC(=O)c1ccc(C)c(C)c1 (stereo unspecified)	1506	1833
COc1cc(OC)cc(C(=O)N[C@H](C(=O)Nc2ccc(S(=O)(=O)N(C)C)cc2)C(C)C)c1	1705	1638
O=C(CNC(=O)c1ccc(Oc2ccccc2)cc1)OCc1ccc(Br)cc1	1509	1739
COC(=O)c1c(NC(=S)NN2CCOCC2)sc2c1CCCC2	1430	2082
CCO[C@H]1OC(C(=O)N2CCCCCCC2)=C[C@@H](c2ccc(C(F)(F)F)cc2)[C@@H]1CCCO	1558	1818
O=Nc1c2ccc[nH]c-2c2ccc([N+](=O)[O-])cc12	1567	1571
COc1cc(/C=N/N2CCN(C3c4ccccc4-c4ccccc43)CC2)cc(OC)c1OC	1542	1858
C=C1C(C(=O)Nc2cccc(OC)c2)C1C(=O)Nc1cccc(OC)c1 (stereo unspecified)	1459	1811

An excerpt of these results, with bars between the fields.
SMILES | SRC3 TRFRET art | SRC1 TRFRET art
Cc1cc(=O)n(-c2ccc(C(=O)O)cc2)[nH]1 | 1565 | 1748
COc1ccccc1NC(CC(=O)c1ccccc1)C(=O)OCC(=O)c1ccc(C)c(C)c1 (stereo unspecified) | 1506 | 1833

Rows were taken by chance (roughly 0.65% active in at least one column).
